p97 inhibitor – blocks human p97 ATPase activity; recombinant p97 ATPase, Kinase-Glo ATP luminescence, 3 h; inhibition, % at 8 µM; 220,000 compounds, 0.42% hits; P55072; AID 1481; in the data active means inhibition above about 15%;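 further: 0% = DMSO vehicle and 100% = wells lacking enzyme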
Wee1 degr inh – blocks degradation of human Wee1 kinase | HeLa Luc-Wee1K328M stability, luciferase luminescence; 100% = proteasome inhibitor MG132 effect | reporter increase, % at 5 µM | 220,000 compounds, 1.2% hits | AID 1321;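 active means activation above the mean of all tested compounds plus 3 SD, set per screening run, cut at about 8.8% in these data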;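 further: cells exposed to compound for 20 h before luminescence read; 0% = DMSO alone and 100% = MG132 at 30 µM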
KCC2 mod – KCC2 (human) Cl- transport modulation | Q9H2X9 | KCC2 cells, thallium flux FluoZin-2 fluorescence | B-score of Tl+ flux slope (higher = more flux/activation; lower = inhibition) at 10 µM | 190,000 compounds, 2.2% hits | AID 1456;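 active means thallium flux slope and its plate-corrected score both differing from the plate sample mean at a set confidence after two filtering rounds, in either direction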;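 further: slope of fluorescence scaled to starting intensity during 10 to 20 s after thallium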
FXIIa inh – factor XIIa (human) inhibition. P00748. purified FXIIa, Boc-QGR-AMC fluorogenic substrate, 2 h. inhibition, % at 5 µM. 220,000 compounds, 0.3% hits. AID 800; in the data active means inhibition above about 40%;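 further: 0% = enzyme with no compound and 100% = blank without enzyme; many of its hits are not listed in these tables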
Thrombin inh – blocks human thrombin protease activity | inhibition, % at 5 µM | P00734 | alpha-thrombin, Boc-VPR-AMC fluorogenic substrate cleavage | 220,000 compounds, 0.26% hits;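 active means inhibition at or above 40%; inactive means inhibition below 40%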;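 further: 0% = enzyme with no compound and 100% = wells without enzyme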
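System: human alpha-thrombin protein; Compound dosing: one concentration per compound, 5 µM, with 0.2% DMSO; Timing: reaction at room temperature; Technique: AMC fluorescence, 355/460 nm; Controls: enzyme without compound as high, wells lacking enzyme as low.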
hK5 inh – inhibitors of human kallikrein 5. Q9Y337. inhibition, % at 5 µM. recombinant hK5, fluorogenic AMC substrate cleavage. 210,000 compounds, 0.59% hits;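 active means inhibition of 40% or more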;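 further: 0% = enzyme controls without compound and 100% = no-enzyme blanks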
Target sequence (Q9Y337 67-293 limits assumed): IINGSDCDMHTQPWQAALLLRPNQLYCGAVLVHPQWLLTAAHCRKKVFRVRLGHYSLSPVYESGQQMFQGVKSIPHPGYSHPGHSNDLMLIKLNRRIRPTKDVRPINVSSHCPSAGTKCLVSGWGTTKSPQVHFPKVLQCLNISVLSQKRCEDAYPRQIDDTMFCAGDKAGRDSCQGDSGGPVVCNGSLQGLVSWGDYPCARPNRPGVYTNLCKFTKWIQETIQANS
FXIa inh 1536 – blocks human coagulation factor XIa protease activity. inhibition, % at 5 µM. purified FXIa, Boc-Glu-Ala-Arg-AMC fluorogenic substrate. P03951. AID 798. 220,000 compounds, 0.14% hits;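 active means inhibition of at least 40%; inactive means inhibition below 40%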;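 further: fluorescence of freed AMC excited at 355 nm; 0% = enzyme without compound and 100% = no enzyme blank; many of its hits are not listed in these tables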
Target sequence (P03951 19-387 limits assumed): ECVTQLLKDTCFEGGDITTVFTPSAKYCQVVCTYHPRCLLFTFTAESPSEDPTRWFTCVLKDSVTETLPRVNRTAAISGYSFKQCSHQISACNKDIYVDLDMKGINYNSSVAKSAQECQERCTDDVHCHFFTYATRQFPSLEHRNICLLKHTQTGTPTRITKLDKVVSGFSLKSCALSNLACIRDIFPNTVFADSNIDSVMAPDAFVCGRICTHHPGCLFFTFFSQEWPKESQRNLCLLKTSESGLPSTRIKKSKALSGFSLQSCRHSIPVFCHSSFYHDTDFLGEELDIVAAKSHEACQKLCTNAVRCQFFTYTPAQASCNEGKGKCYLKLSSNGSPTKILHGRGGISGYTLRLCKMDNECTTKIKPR
Target sequence (P03951 388-625 limits assumed): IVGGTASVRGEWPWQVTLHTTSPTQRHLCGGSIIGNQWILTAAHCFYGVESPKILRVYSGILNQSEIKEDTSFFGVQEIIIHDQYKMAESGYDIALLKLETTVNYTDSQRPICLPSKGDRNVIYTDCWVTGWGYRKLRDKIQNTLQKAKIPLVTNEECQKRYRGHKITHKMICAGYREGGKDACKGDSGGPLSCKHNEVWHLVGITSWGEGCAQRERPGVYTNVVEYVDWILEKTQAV
PERK inhibitor – human PERK inhibition, primary cell-based screen | AID 1416 | inhibition, % at 5.6 µM | 220,000 compounds, 0.17% hits | CHO PERK-DD fusion, SEAP luminescence translation reporter | Q9NZJ5;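 active means inhibition above the mean inhibition of all tested compounds plus 3 SD, set separately per screening campaign, cut at about 2.9% in these data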;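 further: PERK kinase domain activated by AP20187 dimerizer at 100 nM; 0% = DMSO with dimerizer and 100% = rapamycin at 8.4 µM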
Furin inhibitor – inhibitors of human furin. P09958. purified furin, fluorogenic substrate cleavage. inhibition, % at 30 µM. 220,000 compounds, 0.061% hits; in the data active means inhibition above about 25%; further: inactives centre near -15
The depositor's hits bear a star; . = not tested or not shown; [ ] = remark or other dose.

SMILES	p97 inhibitor	Wee1 degr inh	KCC2 mod	FXIIa inh	Thrombin inh	hK5 inh	FXIa inh 1536	PERK inhibitor	Furin inhibitor
COC(=O)c1ccccc1NC(=O)C1CCCN(S(=O)(=O)c2ccc(OC)cc2)C1 (stereo unspecified)	-4	-2	0.68	-5	1	-12	-13	-0.3	-24[20 µM]
C=CCC(C=C)S(=O)(=O)c1ccc(C)cc1 (stereo unspecified)	0	0	1.5	-2	-1	-23	1	0.3	-11[20 µM]
CCC(C)n1c(OC)nc2c1c(=O)n(C)c(=O)n2C (stereo unspecified)	1	6	.	4	-6	-4	-3	0.6	-20
O=C(Nc1ccccc1C(=O)N1CCNCC1)c1ccco1	2	0	.	14	3	-6	8	0.0	-12[20 µM]
CN(C)CCNC(=S)Nc1ccccc1Cl	6	0	0.82	16	4	-4	3	0.9	-12
Cc1ccc(Sc2c(C(=O)Nc3ccc(F)cc3F)c(C(F)(F)F)nn2C)cc1	-1	1	0.9	3	5	6	6	0.3	-21[20 µM]
COc1cccc(-c2cc(C(=O)N3CCc4ccccc4C3)no2)c1	3	0	3.4*	22	3	4	8	0.9	7[20 µM]
O=C(NC1CCSC1=O)C1CCCCC1 (stereo unspecified)	5	-2	1.2	-1	-12	-6	-6	0.8	-22
COCCNC(=O)c1cc2sc3ccccc3c2s1	-5	-1	-1.9	-5	0	-2	4	0.3	-16[20 µM]
COc1ccc(/C=N/Nc2nc3ccccc3c(=O)[nH]2)cc1	1	3	.	16	-1	-8	7	0.8	-8[20 µM]
CCC1(C)Cc2c(sc3nnn(CC(=O)Nc4ccccc4C)c(=O)c23)CO1 (stereo unspecified)	0	-2	0.012	5	1	-2	1	-0.2	-6[20 µM]
NC(=O)COC(=O)CN1C(=O)C2CCCCC2C1=O (stereo unspecified)	1	-4	0.86	1	-9	13	-7	0.4	-12
Cc1[nH]c2ccccc2c1SCc1nnc(SCc2ccccc2)n1C	-9	-2	.	2	-5	-5	-3	-0.5	-9
CCOC(=O)CSc1ncc(-c2ccccc2)cn1	1	-3	-0.74	-8	-12	4	1	0.8	-19[20 µM]
CCOc1cc(CN2CCSCC2)ccc1O	0	3	0.74	-3	-11	-3	-5	0.1	-10
COc1ccc(C2=CC3=C(Br)C(=O)C(C)(OC(=O)c4ccco4)C(=O)C3=CO2)cc1 (stereo unspecified)	.	.	0.25	7	-1	1	3	.	-24
CSc1nc(C)cc(Oc2ccc(=O)[nH]n2)n1	4	-2	-0.74	3	-2	-3	-3	1.8	-31
COC(=O)c1ccccc1NC(=O)C1CC(=O)N(c2ccc(C)c(C)c2)C1 (stereo unspecified)	-3	2	.	10	1	-26	1	-1.5	-10[20 µM]
COc1ccc(C2c3c(oc4ccccc4c3=O)C(=O)N2c2ccccn2)cc1OC (stereo unspecified)	5	-1	0.83	10	0	2	2	1.5	-35
CCC1CCCCN1CCCNC(=O)c1cc2c(=O)[nH]c3ccccc3c2n1C (stereo unspecified)	2	0	-0.17	10	0	.	2	0.7	-16
COc1ccccc1/C=C/C=N/NC(=O)c1cccs1	3	2	-0.54	1	-14	-3	-3	-1.1	4
CSc1ncccc1C(=O)NCC1CCCCC1	2	-3	-0.048	7	-4	4	4	0.4	-30
CC1=NN(C(=O)c2c(Br)c(C)nn2C)C(O)(C(F)(F)F)C1 (stereo unspecified)	5	-2	-0.093	13	0	-8	6	1.1	-15
CCCCCCC(C)n1cc(C(C)=O)c(=O)[nH]c1=O (stereo unspecified)	-1	2	0.04	20	0	3	5	-0.1	-11[20 µM]
CCCCOc1cc(=O)[nH]c(=O)[nH]1	1	5	.	18	1	4	6	0.5	-29[20 µM]
O=C(NCc1ccccc1)c1cccc(S(=O)(=O)NCc2ccccc2)c1	7	-1	-0.62	14	-1	-19	11	-0.3	-12
CCOc1ccc(NC(=O)C2CC(=O)N=C(N)S2)cc1 (stereo unspecified)	2	-2	0.8	16	-1	-14	4	0.2	-10[20 µM]
Cc1ccc2c(c1)c1c(n2CC(O)CN2CCCCC2C)CCCC1 (stereo unspecified)	-4	3	-0.24	3	-9	-3	-3	-1.7	-10
CP(=O)(COC(=O)c1ccccc1)COC(=O)c1ccccc1	-3	-2	-0.26	14	5	-2	1	-1.3	-13
On1c(-c2ccccc2)nc2ccc(Cl)cc21	3	3	0.3	-3	0	1	3	0.6	-26
COC(=O)c1cn(CCOc2ccccc2)c2ccccc12	-3	1	.	13	1	-1	6	0.8	-17
Cc1noc(C)c1S(=O)(=O)N1CCC(C(=O)NC2CCN(Cc3ccccc3)CC2)CC1	-1	3	0.78	-4	5	2	-8	-0.3	-17[20 µM]
C/C(CC(=O)Nc1ccc(Cl)c(Cl)c1)=N\NC(N)=S	-3	-1	0.32	10	2	-11	2	0.6	-8[20 µM]
O=C(Nc1ccccc1)Nc1nnc(SCc2ccc(Cl)cc2)s1	4	2	-0.095	7	-10	-9	-6	1.2	-2
CCCCCCNC(=O)CSc1nccn1Cc1ccccc1	-2	0	-3.6	8	4	-16	-5	-1.4	-8[20 µM]
CC1CC(C)(C)n2c(O)c(N=NC(N)=S)c3cccc1c32 (stereo unspecified)	-2	1	25*	30	19	51*	25	-1.5	-7
Cc1c(C)n(Cc2ccccc2)c2ccc(C(=O)OCCCN(C)C)cc12	-1	0	-0.34	4	5	-6	-2	0.7	-31
Cc1ccc(N(CC(N)=O)C2SC(=O)N(C)C2=O)cc1 (stereo unspecified)	2	5	0.33	2	-4	8	-6	-0.1	-12
Nc1nc(F)cc(NCc2ccccc2)n1	8	4	0.66	5	-1	4	-1	1.3	-37
CCOC(=O)COn1c(=O)c(=O)n(OC)c2ccccc21	-1	1	-0.15	19	2	8	6	1.6	-16
O=[N+]([O-])c1ccc(N2CCC(O)CC2)nc1	1	-3	-0.031	8	-8	-14	4	1.3	2
CC(=O)Oc1ccc(N2C(=O)C3C4C=CC(O4)C3C2=O)cc1 (stereo unspecified)	1	2	0.78	8	3	2	1	0.9	-24
Oc1ccc(-c2nnc(-c3ccccc3)c(-c3ccccc3)n2)cc1	1	1	0.13	1	5	-5	14	1.4	-18
Cc1noc(C)c1C(=O)NCCc1ccc(Cl)cc1	4	-3	-0.15	-23	-11	-17	-7	-0.1	-16[20 µM]
COc1cc(CCCN2C(N)=NC[C@@H]2c2ccccc2)cc(OC)c1OC	.	.	0.26	0	-3	0	-1	.	-31
COc1cc(/C=N/NC(=O)C(=O)NCC2CCCO2)cc(Cl)c1O (stereo unspecified)	5	5	0.55	9	-7	3	4	1.5	-9
O=C(N/N=C/c1ccco1)C1(O)c2ccccc2-c2ccccc21	3	2	0.53	8	-29	1	1	1.9	-21
Cn1c(SCC(=O)N2CCN(c3ccccc3)CC2)nnc1-c1c[nH]c2ccccc12	-2	2	.	25	2	-3	19	0.5	-18

Quoted from the entries so far, 15 compounds:
SMILES	p97 inhibitor	Wee1 degr inh	KCC2 mod	FXIIa inh	Thrombin inh	hK5 inh	FXIa inh 1536	PERK inhibitor	Furin inhibitor
CCOC(=O)CSc1ncc(-c2ccccc2)cn1	1	-3	-0.74	-8	-12	4	1	0.8	-19[20 µM]
CCOc1cc(CN2CCSCC2)ccc1O	0	3	0.74	-3	-11	-3	-5	0.1	-10
COc1ccc(C2=CC3=C(Br)C(=O)C(C)(OC(=O)c4ccco4)C(=O)C3=CO2)cc1 (stereo unspecified)	.	.	0.25	7	-1	1	3	.	-24
CSc1nc(C)cc(Oc2ccc(=O)[nH]n2)n1	4	-2	-0.74	3	-2	-3	-3	1.8	-31
COC(=O)c1ccccc1NC(=O)C1CC(=O)N(c2ccc(C)c(C)c2)C1 (stereo unspecified)	-3	2	.	10	1	-26	1	-1.5	-10[20 µM]
COc1ccc(C2c3c(oc4ccccc4c3=O)C(=O)N2c2ccccn2)cc1OC (stereo unspecified)	5	-1	0.83	10	0	2	2	1.5	-35
CCC1CCCCN1CCCNC(=O)c1cc2c(=O)[nH]c3ccccc3c2n1C (stereo unspecified)	2	0	-0.17	10	0	.	2	0.7	-16
COc1ccccc1/C=C/C=N/NC(=O)c1cccs1	3	2	-0.54	1	-14	-3	-3	-1.1	4
CSc1ncccc1C(=O)NCC1CCCCC1	2	-3	-0.048	7	-4	4	4	0.4	-30
CC1=NN(C(=O)c2c(Br)c(C)nn2C)C(O)(C(F)(F)F)C1 (stereo unspecified)	5	-2	-0.093	13	0	-8	6	1.1	-15
CCCCCCC(C)n1cc(C(C)=O)c(=O)[nH]c1=O (stereo unspecified)	-1	2	0.04	20	0	3	5	-0.1	-11[20 µM]
CCCCOc1cc(=O)[nH]c(=O)[nH]1	1	5	.	18	1	4	6	0.5	-29[20 µM]
O=C(NCc1ccccc1)c1cccc(S(=O)(=O)NCc2ccccc2)c1	7	-1	-0.62	14	-1	-19	11	-0.3	-12
CCOc1ccc(NC(=O)C2CC(=O)N=C(N)S2)cc1 (stereo unspecified)	2	-2	0.8	16	-1	-14	4	0.2	-10[20 µM]
Cc1ccc2c(c1)c1c(n2CC(O)CN2CCCCC2C)CCCC1 (stereo unspecified)	-4	3	-0.24	3	-9	-3	-3	-1.7	-10

(more compounds)
SMILES	p97 inhibitor	Wee1 degr inh	KCC2 mod	FXIIa inh	Thrombin inh	hK5 inh	FXIa inh 1536	PERK inhibitor	Furin inhibitor
O=C(CC1c2ccccc2Oc2ccccc21)NCc1ccco1	1	-3	0.27	2	-6	-1	-5	-0.9	-10
CCCCNc1nc(C)c(C(C)=O)cc1C#N	1	0	-0.12	-11	-6	-30	-8	0.8	-8
CC(C)c1ccc(NC(=S)NN(c2ccccc2)c2ccccc2)cc1	4	3	0.55	14	-3	-19	5	0.5	-5
C/C(=N\OCC(=O)Nn1c(=O)[nH]c2ccccc2c1=O)c1ccccc1	5	-1	-0.27	4	-4	-20	1	-0.4	-12
COC(=O)c1[nH]c2ccccc2c1NC(=O)c1ccccc1[N+](=O)[O-]	5	3	-0.74	1	-7	-10	-5	0.4	-22
NC(=O)C1(N2CCCCC2)CCN(C(=S)Nc2ccc(Cl)cc2)CC1	5	-1	.	16	2	-13	5	1.2	-24[20 µM]
O=C(NCc1ccccc1F)C1CCCN(C(=O)NC2CCCCC2)C1 (stereo unspecified)	3	-1	-0.28	9	38	28	7	-0.1	-27
CNC(=O)c1sc(-c2ccccn2)nc1C	-2	-2	0.21	8	-4	2	0	0.3	-4
CCN1CCN(C(=O)c2ccc(CN(c3ccccc3)S(=O)(=O)c3ccccc3)cc2)CC1	0	1	-0.54	-4	-8	-19	-8	-1.1	-6
c1cncc(-c2nnc3sc(-c4ccco4)nn23)c1	0	-1	0.43	9	-16	-12	-2	1.5	-16[20 µM]
COc1ccc(C2=C/C(=C\c3ccc(OC(C)=O)cc3)C(=O)O2)cc1	-3	5	0.06	8	11	-8	7	0.9	0
COc1cc(C(=O)NCc2ccc(-c3nc4ccccc4s3)cc2)cc(OC)c1OC	-3	-1	0.67	3	-4	-4	8	-0.3	-24
O=C(c1ccc(Cl)cc1)c1oc2ccccc2c1CS(=O)c1ccc(Cl)cc1 (stereo unspecified)	-5	-1	0.047	5	-6	-3	2	-0.2	-4[20 µM]
C=CCn1c(C)cc(C(=O)CSc2nc3ccccc3c(=O)[nH]2)c1C	-2	7	0.55	10	4	-18	-4	-0.9	-29[20 µM]
c1ccc2c(c1)c1c3n2CCNC3CCC1 (stereo unspecified)	5	-1	0.64	2	0	-33	4	0.3	-13[20 µM]

Screening data deposited in PubChem by several laboratories.
